CIT2-GFP yeast – yeast TOR pathway CIT2-GFP modulation; S. cerevisiae CIT2-GFP strain, flow cytometry, 3 h; 100 means same as DMSO wells; GFP response vs DMSO, % at 10 µM; hit rate 0.065% among 320,000; AID 2029;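 active means GFP response relative to DMSO above a set limit, near the screen mean plus 3 SD, cut at about 150% in these data; inconclusive means Fewer than 70 cells measured for a yeast strain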;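 further: ratio of well median GFP fluorescence to mean of DMSO wells on the plate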
MEP2-GFP yeast – yeast TOR pathway MEP2-GFP modulation | S. cerevisiae MEP2-GFP strain, flow cytometry GFP, 3 h; 100% = DMSO control level | GFP response vs DMSO, % at 10 µM | hit rate 0.51% among 330,000 | AID 2016;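 active means GFP response versus DMSO above a set limit, roughly screen mean plus 3 SD, cut at about 180% in these data; inconclusive means fewer than 70 cells counted for a yeast strain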;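 further: median GFP fluorescence of the barcode-gated MEP2-GFP cells per well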
LAP4 TOR yeast – alters LAP4-GFP fluorescence in TOR pathway yeast screen | GFP response vs DMSO, % at 10 µM | S. cerevisiae LAP4-GFP multiplex, flow cytometry GFP, 3 h; median GFP as percent of DMSO wells | AID 2023 | hit rate 0.34% among 320,000;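 active means GFP response vs DMSO above a set limit, about the screen mean plus 3 SD, cut at about 150% in these data; inconclusive means under 70 cell events counted for the yeast strain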
VLA-4 inh – inhibition in a human VLA-4 binding assay. P13612. VLA-4 expressing cells, ligand binding flow cytometry. inhibition, % (about 7 µM as worked out from the volumes in the protocol). hit rate 0.2% among 330,000. AID 2557; in the data active means inhibition above about 50%
CR mimetic SO – caloric restriction mimetics inhibiting age-related superoxide in yeast; hit rate 0.18% among 330,000; S. cerevisiae aged cells, superoxide DHE fluorescence; hits give low values; superoxide response (% of plate mean), % at 10 µM; AID 2690;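 active means superoxide response under a set limit, about three screen SD below normal, cut at about 65% in these data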;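 further: yeast aged for seven days with compound at 30 °C before DHE staining; 100% = average MFI of all compound-treated wells on the plate with controls excluded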
AGP1-GFP MLPCN – modulators of TOR pathway AGP1-GFP in S. cerevisiae; S. cerevisiae AGP1-GFP multiplex flow cytometry, 3 h; GFP as percent of DMSO wells; GFP response vs DMSO, % at 10 µM; hit rate 0.02% among 320,000; AID 2066;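 active means GFP response relative to DMSO above a set limit, near screen average plus 3 SD, cut at about 150% in these data; inconclusive means fewer than 70 cells counted for the yeast strain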;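 further: median GFP channel fluorescence of the gated AGP1 strain per well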
GRK2 aptamer HTS – inhibitors of human GRK2 displacing RNA aptamer; inhibition of aptamer binding, % at 10 µM; AID 488847; hit rate 0.59% among 330,000; P25098; bead flow cytometry, FAM-aptamer displacement from GRK2;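 active means inhibition of aptamer binding above 40%, roughly 3 SD of noise, on plates passing a quality check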;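 further: median bead fluorescence of bound FAM aptamer so fluorescent compounds give negative values; no value below 0 was filed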
Target sequence (P25098 whole entry, looked up): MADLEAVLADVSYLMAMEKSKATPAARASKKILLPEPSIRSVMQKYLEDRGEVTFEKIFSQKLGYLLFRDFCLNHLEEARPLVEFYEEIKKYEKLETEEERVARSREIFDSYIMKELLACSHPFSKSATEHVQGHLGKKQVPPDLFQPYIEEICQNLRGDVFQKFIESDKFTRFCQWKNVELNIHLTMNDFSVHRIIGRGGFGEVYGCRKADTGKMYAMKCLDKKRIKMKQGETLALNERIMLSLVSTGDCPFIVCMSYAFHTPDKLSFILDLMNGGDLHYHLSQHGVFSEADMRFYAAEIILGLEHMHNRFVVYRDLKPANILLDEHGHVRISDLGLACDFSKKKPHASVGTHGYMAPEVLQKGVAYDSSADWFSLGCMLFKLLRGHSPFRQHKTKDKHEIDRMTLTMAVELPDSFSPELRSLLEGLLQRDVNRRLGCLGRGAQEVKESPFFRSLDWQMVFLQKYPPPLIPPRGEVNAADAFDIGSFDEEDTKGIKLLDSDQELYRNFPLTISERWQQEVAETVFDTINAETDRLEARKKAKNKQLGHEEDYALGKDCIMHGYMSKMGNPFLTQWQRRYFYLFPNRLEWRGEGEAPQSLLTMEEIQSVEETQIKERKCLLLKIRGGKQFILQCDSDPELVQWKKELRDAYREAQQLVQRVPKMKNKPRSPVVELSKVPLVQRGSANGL
RPL19A TOR yeast – alters RPL19A-GFP fluorescence in TOR pathway yeast screen. S. cerevisiae RPL19A-GFP strain, flow cytometry, 3 h; hits give low values. percent response vs DMSO, % at 10 µM. hit rate 0.3% among 330,000. AID 2025;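 active means percent response vs DMSO below 50%; inconclusive means fewer than 70 events counted for the yeast strain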;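 further: median channel GFP fluorescence of the barcoded RPL19A-GFP strain; ratio of sample median GFP to plate DMSO average so 100% = DMSO; lower means less RPL19A-GFP as with rapamycin TOR inhibition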
Active calls of the source: *; ? = inconclusive; / = no result given; [ ] = remark or other dose.

SMILES | CIT2-GFP yeast | MEP2-GFP yeast | LAP4 TOR yeast | VLA-4 inh | CR mimetic SO | AGP1-GFP MLPCN | GRK2 aptamer HTS | RPL19A TOR yeast
O=C(CN1CCCC1)NC(c1ccccc1)c1ccccc1 | 105 | 109 | 99 | 10 | 103 | 104 | 1 | 103
CCc1ccc(NC(=O)C(C)OC(=O)c2ccc(NS(=O)(=O)c3ccc(C)c([N+](=O)[O-])c3)cc2)cc1 (stereo unspecified) | 101 | 105 | 95 | 20 | 110 | 104 | 0 | 108
COc1ccc(NC(=O)c2nc[nH]c2C(=O)N[C@@H](CC(C)C)C(=O)OC(C)(C)C)cc1 | 94 | 104 | 127 | 0 | 105 | 88 | 0 | 103
CC(C)=NNc1nc2c(c(=O)[nH]c(=O)n2C)n1CCCc1ccccc1 | 105 | 102 | 95 | -8 | 132 | 100 | 2 | 104
NNC(=O)c1nc(-c2cccc(-n3cccc3)c2)no1 | 80 | 98 | 116 | 15 | 92 | 96 | 0 | 95
O=C1OCC(CO)(CO)N=C1NNc1ccccc1Cl | 111 | 96 | 89 | 14 | 118 | 75 | 0 | 99
COc1ccc([C@H]2[C@@H](C#N)[C@H](C#N)N3CCCN23)cc1 | 103 | 100 | 102 | 34 | 105 | 99 | 0 | 99
Cc1ccccc1C(=O)N1CCC(C(=O)N2CCN(S(=O)(=O)c3ccccc3F)CC2)CC1 | 104 | 99 | 99 | 9 | 90 | 102 | 2 | 97
CCC(=O)NNc1cccc(Cl)n1 | 85 | 94 | 90 | -9 | 98 | 89 | 1 | 97
COCCCNC(=O)c1ccccc1N(Cc1ccccc1)S(=O)(=O)c1ccc(OC)cc1 | 110 | 100 | 91 | 1 | 102 | 108 | 0 | 108
O=C1N(Nc2ccccc2)C(c2ccc(Br)cc2)C12CCCCC2 (stereo unspecified) | 92 | 102 | 101 | -43 | 105 | 102 | 6 | 99
CCOc1ccc(NC(=O)CN(C)C(=O)c2cc([N+](=O)[O-])ccc2N2CCOCC2)cc1OCC | 100 | 99 | 105 | -2 | 98 | 107 | 0 | 99
Cc1cc(CNC(=O)c2ccc3oc(C(C)C)nc3c2)nn1C | 97 | 98 | 96 | -116 | 69 | 104 | 4 | 99
CCCCCC(=O)N1CC2(CC(c3cccc(NC(=O)[C@@H]4CCC(=O)N4)c3)=NO2)C[C@@H]1C(N)=O (stereo partly specified) | 96 | 107 | 98 | 3 | 115 | 105 | 0 | 104
O=C(CNS(=O)(=O)c1ccccc1)Nc1ccc(F)cc1F | 103 | 98 | 106 | 2 | 99 | 111 | 0 | 96

Ordered by length of the SMILES (descending): some entries from above.
SMILES | CIT2-GFP yeast | MEP2-GFP yeast | LAP4 TOR yeast | VLA-4 inh | CR mimetic SO | AGP1-GFP MLPCN | GRK2 aptamer HTS | RPL19A TOR yeast
COCCCNC(=O)c1ccccc1N(Cc1ccccc1)S(=O)(=O)c1ccc(OC)cc1 | 110 | 100 | 91 | 1 | 102 | 108 | 0 | 108
Cc1cc(CNC(=O)c2ccc3oc(C(C)C)nc3c2)nn1C | 97 | 98 | 96 | -116 | 69 | 104 | 4 | 99
O=C(CNS(=O)(=O)c1ccccc1)Nc1ccc(F)cc1F | 103 | 98 | 106 | 2 | 99 | 111 | 0 | 96

(more compounds)
SMILES | CIT2-GFP yeast | MEP2-GFP yeast | LAP4 TOR yeast | VLA-4 inh | CR mimetic SO | AGP1-GFP MLPCN | GRK2 aptamer HTS | RPL19A TOR yeast
O=C(N/N=C/C=C/c1ccccc1[N+](=O)[O-])c1cc(-c2cccnc2)nc2ccccc12 | 103 | 104 | 98 | 1 | 88 | 96 | 6 | 105
O=C(COC(=O)CCc1ccc(S(=O)(=O)N2CCOCC2)cc1)NC1CCCC1 | 100 | 103 | 87 | -8 | 91 | 94 | 0 | 97
CC(=O)c1ccc2c(c1)C1C=CCC1C(c1ccc(S(=O)(=O)N3CCOCC3)cc1)N2 (stereo unspecified) | 89 | 102 | 105 | -173 | 94 | 101 | 1 | 100
Brc1ccc2nc(-c3ccncc3)c(NC3CCCC3)n2c1 | 91 | 102 | 94 | 3 | 103 | 95 | 9 | 98
CC1CC(C)CN(C(=O)COc2ccc(-c3nnco3)cc2)C1 (stereo unspecified) | 99 | 97 | 102 | -6 | 103 | 102 | 1 | 100
CCOc1cccc(OCCOCCn2cnc3ccccc3c2=O)c1 | 90 | 100 | 106 | 3 | 87 | 100 | 0 | 101
CCc1ccc2c(CN(CC)Cc3nc4ccccc4c(=O)[nH]3)cc(=O)oc2c1 | 106 | 110 | 105 | -9 | 107 | 107 | 3 | 103
CN(C)CCCNc1ccc(-c2nn(C)c(=O)c3ccccc23)cc1[N+](=O)[O-] | / | 91 | 91 | 9 | 109 | 89 | 2 | 88
O=c1[nH]n(-c2ccccc2)c(=O)c2ccccc12 | 91 | 92 | 88 | -10 | 115 | 100 | 0 | 102
CCOC(=O)c1csc(NC(=O)c2ccc(C#N)cc2)n1 | 101 | 123 | 108 | -6 | 103 | 95 | 3 | 98
CN(/N=C/c1ccco1)C1=NS(=O)(=O)c2ccccc21 | 96 | 97 | 92 | -6 | 76 | 94 | 0 | 92
CCOc1cc(/C=N/O)ccc1OCC(=O)Nc1cccc(C)c1 | 107 | 102 | 107 | 0 | 95 | 110 | 4 | 111
CC(C)(C)OC(=O)N1CCC(CC2CC(c3cccc(Br)c3)=NO2)(C(=O)O)CC1 (stereo unspecified) | 90 | 91 | 105 | 6 | 106 | 82 | 3 | 95
O=C(CCNS(=O)(=O)c1ccccc1C(F)(F)F)N1CCN(S(=O)(=O)c2cccc(F)c2)CC1 | 106 | 106 | 109 | 10 | 84 | 116 | 0 | 108
Cc1cccc(Nc2nnc(C)c(=O)n2N)c1 | 104 | 108 | 100 | 4 | 93 | 101 | 0 | 98
N#CC(c1ccccc1)c1ccc(=O)[nH]n1 (stereo unspecified) | 97[may fluoresce red] | 90[may fluoresce red] | 89[may fluoresce red] | 5 | 86 | 105[may fluoresce red] | 9 | ?
Cc1ccc(-c2cc(C(=O)N3CC4(C)CC3CC(C)(C)C4)no2)cc1 (stereo unspecified) | 102 | 103 | 83 | 3 | 96 | 92 | 4 | 107
CN1CCN(CC(=O)Nc2cc(N(C)C)nc3ccccc23)CC1 | 107 | 94 | 99 | 7 | 114 | 112 | 5 | 93
NNc1nc(-c2ccccc2Cl)nc2ccccc12 | 97 | 110 | 86 | -43 | 101 | 94 | 2 | 103
CCOC(=O)Cn1c(=O)oc2cc(S(=O)(=O)N3CCN(C(=O)OCC)CC3)ccc21 | 91 | 100 | 86 | 7 | 108 | 88 | 0 | 100
CCN1CCN(c2cc(=O)n(C3CCCCC3)c(=O)[nH]2)CC1 | 85 | 93 | 93 | 12 | 89 | 90 | 0 | 89
O=C(CN1CCC(NC(=O)c2ccco2)CC1)Nc1cccc2ccccc12 | 98 | 89 | 89 | 9 | 87 | 98 | 1 | 97
COc1ccccc1Cn1c(=S)[nH]c2ccc(Br)cc2c1=O | 106 | 113 | 106 | 3 | 94 | 99 | 5 | 106
CN(CC(=O)Nc1cccc(F)c1)C(=O)CN1c2cccc3cccc(c23)S1(=O)=O | 104 | 97 | 98 | 11 | 103 | 104 | 0 | 99
C=CCN(c1ccccc1)S(=O)(=O)c1cccc(C(=O)NCC(c2ccccc2OC)N2CCCC2)c1 (stereo unspecified) | 95 | 99 | 97 | 19 | 88 | 93 | 0 | 91
COc1ccccc1N1CCN(C(=O)c2ccccc2Oc2ccccc2)CC1 | 104 | 100 | 99 | -1 | 97 | 97 | 0 | 99
COc1ccc(NC2=C(C(C)=O)C(c3ccccc3)C(C(C)=O)C(C)(O)C2)cc1 (stereo unspecified) | 109 | 103 | 117 | 1 | 94 | 113 | 5 | 102
COc1ccc(CCN(C)c2ncnc3sccc23)cc1OC | 85 | 94 | 107 | 4 | 94 | 95 | 0 | 98
COc1cccc(C(=O)NNC(=O)Cc2csc(N)n2)c1 | 105 | 112 | 99 | 1 | 100 | 106 | 0 | 104
CCc1cc(OCCN(C)C)ccc1Cl | 98 | 102 | 97 | 1 | 104 | 106 | 1 | 102
CC(OC(=O)c1cc(S(=O)(=O)N2CCOCC2)ccc1F)C(=O)NCC1CCCCC1 (stereo unspecified) | 100 | 108 | 121 | -9 | 114 | 113 | 1 | 103
O=C(CSc1nc(O)cc(=O)[nH]1)C1CC1 | 85 | 92 | 91 | 5 | 96 | 87 | 0 | 90
Cc1[nH]c(C)c(S(=O)(=O)Nc2cccc(Cl)c2C)c1C(=O)N1CCCC1 | 101 | 104 | 87 | 36 | 90 | 105 | 0 | 100
COc1ccc(-c2c(C#Cc3ccsc3)c3cc(-c4ccc5c(c4)OCCO5)ccc3n2C)cc1 | 89 | 97 | 94 | 30 | 105 | 91 | 2 | 92
COc1ccc(-c2[nH]c(-c3ccc(F)cc3)nc2SCC(=O)NCc2ccco2)cc1OC | 95 | 96 | 101 | 4 | 103 | 101 | 1 | 96
CCc1nc(SCC(=O)O)c(C#N)cc1C | 95 | 105 | 110 | 17 | 94 | 97 | 2 | 95
COc1ccc(CCNC(=O)COC(=O)c2ccc(Br)o2)cc1 | / | 109 | 102 | 4 | 91 | 102 | 0 | 102
COc1cc(C)ccc1OCc1cc(C(=O)N2CCN(C3CCCCC3)CC2)no1 | 104 | 100 | 126 | -8 | 104 | 117 | 2 | 95
CCCCN1CC(=O)N2[C@H]3c4cc(OC)ccc4OC[C@@H]3[C@H](C(=O)OCC)[C@]2(C)C1=O | 95 | 99 | 105 | 10 | 108 | 99 | 0 | 92
Cc1ccc(C(C)NC(=O)c2cc3cc(Br)ccc3oc2=N)cc1 (stereo unspecified) | 86 | 93 | 108 | -27 | 108 | 86 | 3 | 100
CCOc1ccccc1OCC(=O)NCCc1ccc(S(N)(=O)=O)cc1 | 97 | 95 | 100 | -1 | 98 | 92 | 6 | 90
O=C(NNS(=O)(=O)c1ccccc1[N+](=O)[O-])c1cccc([N+](=O)[O-])c1 | 97 | 105 | 101 | 5 | 74 | 104 | 0 | 102
Cc1cc(NC(=O)c2cc3ccccc3o2)cc(C)c1OCC(=O)N1CCOCC1 | 108 | 114 | 105 | 6 | 102 | 117 | 0 | 110
O=C(c1ccccc1)N1N=C(c2ccccc2)CC1c1ccccc1[N+](=O)[O-] (stereo unspecified) | 91 | 100 | 87 | -3 | 108 | 93 | 0 | 102
C=CCN1C(=O)c2ccc(C(=O)N(CC)CC(=O)Nc3ccc(OC)cc3)cc2C1=O | 103 | 103 | 109 | -12 | 108 | 111 | 0 | 98
Cc1ccc(S(=O)(=O)N/N=C/c2ccc(O)c(O)c2)cc1[N+](=O)[O-] | 99 | 106 | 111 | 8 | 103 | 109 | 4 | 101
COc1c(Cl)ccc(Cl)c1C(=O)NC(=S)N1CCOCC1 | 89 | 93 | 107 | -2 | 102 | 95 | 1 | 99
COc1cccc(N2C(=O)C3CCCN3C2c2ccc(N(C)C)cc2)c1 (stereo unspecified) | 110 | 104 | 95 | -26 | 105 | 106 | 0 | 103
CC(=O)Nc1ccc(NC(=O)C(C)OC(=O)CCC(=O)c2ccc(F)cc2)cc1 (stereo unspecified) | 95 | 98 | 103 | -2 | 104 | 100 | 0 | 96
CCOCCCNC(=O)C(c1ccccc1)N(Cc1ccc2c(c1)OCO2)C(=O)c1ccccc1O (stereo unspecified) | 98 | 101 | 99 | 19 | 96 | 102 | 0 | 99
C/C=C\C=C/C(=O)Nc1cccc(C2=NOC3(C2)C[C@@H](C(N)=O)N(C(=O)/C=C/C=C\C)C3)c1 (stereo partly specified) | 94 | 95 | 109 | 20 | 103 | 98 | 11 | 104
